Mito fusion act – blocks mitochondrial division or promotes mitochondrial fusion; S. cerevisiae fusion-defective mutant growth rescue, CellTiterGlo 48 h; Potency, µM (top dose mostly 46.1 µM), without a hit: at the top dose growth rescue (activation), actives largely listed as activators; 320,000 tested, 0.23% active;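 further: potency means the concentration at half of the fitted maximal effect; % of control where 0% means no effect; nearly all actives have a fitted effect of over 45% in size; temperature-sensitive fusion mutants such as fzo1-1 at 37 °C on non-fermentable ethanol glycerol medium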
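Growth-rescue viability read-out: after 48 h at the non-permissive 37C in glycerol/ethanol YPEG, yeast mitochondrial fusion mutants are measured by CellTiterGlo luminescence; compounds (23 nl pinned per well) restoring growth score as division inhibitors or fusion activators.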
TSG101-PTAP inh – blocks PTAP/TSG101 interaction to inhibit HIV-1 budding; Q99816; Potency, µM (series often up to 115 µM), inactives show top-dose activity change, negative = inhibition, most hits filed as inhibitors; AID 493005; 340,000 tested, under 10 active; Fluorescence polarization, FITC-PTAP peptide / Tsg101 binding; active means well fitted inhibition curve with a large enough effect in the main read-out, with a control signal flat, not every such curve was filed as active; inconclusive means small, poorly fitted or top-dose-only effect, or effect the other way, or a change in a side signal; inactive means no such curve, though single readings can be large or run the other way; further: potency means the concentration at half of the fitted maximal effect; % of control where 0% means no effect
Target sequence (Q99816 whole entry, looked up): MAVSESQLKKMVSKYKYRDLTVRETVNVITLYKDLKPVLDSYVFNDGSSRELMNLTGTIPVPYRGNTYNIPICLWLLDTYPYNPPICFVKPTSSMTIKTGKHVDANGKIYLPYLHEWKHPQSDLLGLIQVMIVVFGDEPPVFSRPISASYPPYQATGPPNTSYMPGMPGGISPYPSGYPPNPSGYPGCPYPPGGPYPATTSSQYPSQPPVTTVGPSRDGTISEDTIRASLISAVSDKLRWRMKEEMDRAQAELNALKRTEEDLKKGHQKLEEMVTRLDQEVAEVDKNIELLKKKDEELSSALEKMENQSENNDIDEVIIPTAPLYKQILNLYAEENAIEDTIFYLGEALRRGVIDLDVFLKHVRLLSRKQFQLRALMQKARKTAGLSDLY
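FP read-out: FITC-PTAP peptide, 50 nM final, binding Tsg101 binding domain, 10 uM final; 20 min, r.t.; 10 mM HEPES pH 7.5, 0.15 M NaCl, 0.01% Tween 20, 3 mM EDTA, 0.1 mM TCEP.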
ELG1 repair inh – inhibitors of ELG1-dependent DNA repair in HEK293T cells; HEK293T ELG1-luciferase reporter, luminescence, 16 h; DNA damage induced by 5-fluorouridine; AID 504467; 330,000 tested, 2.3% active; Potency, µM (top dose mostly 46.1 µM), inactives show at the highest dose activity change, negative = inhibition, actives largely listed as inhibitors; further: potency means the concentration at half of the fitted maximal effect; on the % scale 0 is the no-effect control and ±100 the full control effect; nearly all actives have a fitted effect of over 55% in size
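Step one: seed 2,000 cells per well. Step two: pin-transfer compound or DMSO alongside 5-fluorouridine. Step three: incubate 16 hr, 37 °C, 5% CO2. Step four: add ONE-Glo, wait 30 min, read luminescence.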
BCR signal inh – inhibitors of chronic active B-cell receptor signaling | Potency, µM (series often up to 46.1 µM), inactives show at the highest dose ratio change, negative = lower green/red ratio, most hits filed as inhibitors | 340,000 tested, 0.05% active | ABC-DLBCL IkBa-CBG/CBR reporter, luminescence ratio, 4 h | AID 493014; active means well fitted inhibition curve with a large enough effect in the signal ratio, with a control signal flat, not every such curve was filed as active; inconclusive means small, poorly fitted or top-dose-only effect, or effect the other way, or a change in a side signal; the % refers to the signal ratio;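 further: potency means the concentration at half of the fitted maximal effect; plate controls were basal doxycycline-induced cells for no effect and cells given 10 µM MG132 for full effect; MG132 reads +100%, hits lower the ratio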
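Compounds up to 46 uM were incubated four hours with TMD8 cells whose green CBG68 luciferase is fused to IkappaBalpha; red CBR luminescence normalised the signal, and concentration-effect curves were fitted to fusion, red and ratio data.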
B2AR arrestin – agonists driving beta-arrestin recruitment to human beta2-adrenergic receptor; P07550; beta-arrestin recruitment to beta2AR, cell-based reporter; Potency, µM (top dose mostly 46.1 µM), for inactives: at the highest dose activation, actives largely listed as activators; 330,000 tested, 0.02% active; AID 492947;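 further: potency means the concentration at half of the fitted maximal effect; 0% = DMSO controls and full agonism = EC100 isoproterenol or metaproterenol; nearly all actives have a fitted effect of over 65% in size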
Tb PFK block – T. brucei PFK enzyme inhibition; AID 485367; O15648; T. brucei PFK, ADP-Glo luminescence; Potency, µM (series often up to 57.5 µM), inactives show at the top dose activity, negative = inhibition, hits mostly inhibitors; 330,000 tested, 0.17% active;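 further: potency means the concentration at half of the fitted maximal effect; 0% = uninhibited 1x PFK enzyme wells and -100% = no-enzyme wells; nearly all actives have a fitted effect of over 60% in size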
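ADP-Glo luminescence quantified ADP after 45 min at room temperature, with 1.25 nM T. brucei PFK, 0.1 mM ATP and 0.5 mM fructose-6-phosphate in pH 8.0 TEA buffer. qHTS titrations up to 57 µM; curves classified by quality.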
Eya2 phos inh – inhibitors of human Eya2 phosphatase activity. AID 488837. recombinant Eya2, OMFP fluorescence dephosphorylation (OMFP is methylfluorescein phosphate). Potency, µM (top dose mostly 76.9 µM), for inactives: top-dose activity, negative = inhibition, most hits filed as inhibitors. 330,000 tested, 0.006% active; further: potency means the concentration at half of the fitted maximal effect; on the % scale 0 is the no-effect control and ±100 the full control effect
Target sequence (O00167 whole entry, looked up): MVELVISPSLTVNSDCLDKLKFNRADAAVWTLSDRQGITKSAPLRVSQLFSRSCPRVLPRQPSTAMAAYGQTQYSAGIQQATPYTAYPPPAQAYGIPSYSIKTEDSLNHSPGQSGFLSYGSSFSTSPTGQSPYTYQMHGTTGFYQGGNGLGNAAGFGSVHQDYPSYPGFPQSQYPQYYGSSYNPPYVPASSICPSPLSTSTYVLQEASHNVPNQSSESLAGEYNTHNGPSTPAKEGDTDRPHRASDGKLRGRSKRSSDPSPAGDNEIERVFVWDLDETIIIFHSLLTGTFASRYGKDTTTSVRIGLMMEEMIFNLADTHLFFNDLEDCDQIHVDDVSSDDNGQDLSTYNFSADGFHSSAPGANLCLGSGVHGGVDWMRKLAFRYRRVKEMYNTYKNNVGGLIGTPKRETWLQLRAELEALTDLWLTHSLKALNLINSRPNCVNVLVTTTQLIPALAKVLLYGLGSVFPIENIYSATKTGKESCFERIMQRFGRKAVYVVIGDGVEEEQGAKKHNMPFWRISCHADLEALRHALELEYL
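Eya2 (0.2 uM) preincubated 10 min at ambient with compound, then OMFP substrate added at 50 uM; 10 min reaction in 50 mM HEPES pH 7.5, 50 mM NaCl, 5 uM MgCl2, 0.05% BSA, 1 mM DTT. Fluorescence read at Ex 485/Em 525 nm.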
TSHR antagonist – antagonists of human thyroid stimulating hormone receptor; activity change, negative = inhibition, % at 11.5 µM; P16473; 330,000 tested, 0.2% active; TSHR-expressing cells, TSH-stimulated cAMP HTRF, 2 h; hits give low values;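 active means activity change below a set negative limit, meaning inhibition stronger than a set level, cut at about -70% in these data; inconclusive means activity change between two set negative limits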; further: on the % scale 0 is the no-effect control and ±100 the full control effect
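Freshly harvested TSHR cells receive pin-tooled compound, then EC80 TSH at 4nM final. After 2 hours at 37 deg C, antibody in lysis buffer and cAMP-d2 are added; 30 minutes at ambient temperature precede the HTRF read.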
USP2a inh – inhibitors of human ubiquitin-specific protease USP2a; 330,000 tested, 0.01% active; Potency, µM (highest dose often 38.3 µM), inactives show at the highest dose activity change, negative = inhibition, usual class: inhibitors; USP2 core, Ub-CHOP2 coupled fluorogenic reporter, 485/531; O75604;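 further: potency means the concentration at half of the fitted maximal effect; plate controls were DMSO wells for no effect and full inhibition by NEM control for full effect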
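USP2 core (10nM final) preincubated 30min RT with compound in 20mM Tris-HCl pH 8.0, 2mM CaCl2, 2mM beta-mercaptoethanol, 0.05% CHAPS; 25nM Ub-CHOP2 plus 25nM reporter substrate added, fluorescence (Ex485/Em531) read after 60min.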
TCR act – activates T cell receptor signaling. primary human leukocytes, anti-CD3, IL-2 HTRF, 48 h. Potency, µM (doses to about 9.22 µM), for inactives: at the top dose activation of IL-2 secretion, usual class: activators. 330,000 tested, under 10 active. AID 504894; further: % of control where 0% means no effect
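Activity was scored as IL-2 release from primary human leukocytes given only a TCR signal (a-CD3 beads) plus compound for 48 hr. Detection used a two-antibody HTRF format read at 665nm.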
uPA surface inh – blocks generation of uPA at the cell surface | Potency, µM (doses to about 38.3 µM), for the others: top-dose activity change, negative = inhibition, usual class: inhibitors | cell surface uPA generation assay, qHTS | 330,000 tested, 0.31% active | AID 540303; active means well fitted inhibition curve with a large enough effect; inconclusive means small, poorly fitted or top-dose-only effect; inactive means no such curve, though single readings can be large or run the other way; tested in mouse RAW 264.7 cells; further: potency means the concentration at half of the fitted maximal effect; on the % scale 0 is the no-effect control and ±100 the full control effect; nearly all actives have a fitted effect of over 55% in size
Numbers without * were called inactive; [ ] = dose if it differs, or a comment. Unless noted, the call rests on the fitted dose curve; in most records, active means well fitted curve in the direction sought with a large enough effect; inconclusive means small, poorly fitted or top-dose-only effect, or another doubt; inactive means no such curve, though single readings can be large; an effect the other way counts as inactive or inconclusive.

For CCOc1ccccc1CNC(=O)C1CCCN(c2ncnc3c2nc2n3CCCCC2)C1 (configuration not stated) the results were Mito fusion act -5%, TSG101-PTAP inh -2%, ELG1 repair inh -24%, BCR signal inh 5%, B2AR arrestin 0.3%, Tb PFK block 1%, Eya2 phos inh 5%, TSHR antagonist -7, USP2a inh -3%, TCR act 7% and uPA surface inh 1%.
Screening O=C(NC1CCCCC1)N(Cc1cc2cc3c(cc2[nH]c1=O)OCCO3)C1CCCCC1 returned Mito fusion act 0%, TSG101-PTAP inh -4%, ELG1 repair inh inconclusive, BCR signal inh inconclusive, B2AR arrestin 0.0%, Tb PFK block 5%, Eya2 phos inh 20%, TSHR antagonist -12, USP2a inh 5% and TCR act -1%.
For CCCCNC(=O)C1CCN(c2nc(C)cc(C)n2)CC1 the results were Mito fusion act -22%, TSG101-PTAP inh 2%, ELG1 repair inh 13%, BCR signal inh inconclusive, B2AR arrestin 0.0%, Tb PFK block -4%, Eya2 phos inh -4%, TSHR antagonist 7, USP2a inh -1%, TCR act -12% and uPA surface inh 8%.
CC(=O)NS(=O)(=O)c1ccc(N/C(N)=N/c2nc(C)cc(C)n2)cc1 was read as Mito fusion act 0%, TSG101-PTAP inh -3%, ELG1 repair inh 1%, BCR signal inh 0%, B2AR arrestin 0.4%, Tb PFK block 3%, Eya2 phos inh 12%, TSHR antagonist -4, USP2a inh 1% and uPA surface inh -10%.
`CN1C(=O)c2ccccc2N(C)C1c1ccc2c(c1)OCO2` (configuration not stated) gave Mito fusion act 1%, TSG101-PTAP inh -2%, ELG1 repair inh 2%, BCR signal inh -2%, B2AR arrestin 0.2%, Tb PFK block -2%, Eya2 phos inh -3%, TSHR antagonist -6, USP2a inh -1%, TCR act 0% and uPA surface inh 3%.
`COc1ccc(C(=O)Nc2c(N)nc(SCC(=O)Nc3ccc(NC(C)=O)cc3)[nH]c2=O)cc1` gave Mito fusion act 0%, TSG101-PTAP inh -1%, ELG1 repair inh 0%, BCR signal inh -8%, B2AR arrestin -0.9%, Tb PFK block inconclusive, Eya2 phos inh 8%, TSHR antagonist 10, USP2a inh 2%, TCR act -14% and uPA surface inh 5%.
O=C(/C=C/c1cccs1)NCc1cccnc1 was read as Mito fusion act 1%, TSG101-PTAP inh -2%, ELG1 repair inh 13%, BCR signal inh -2%, B2AR arrestin -0.6%, Tb PFK block -3%, Eya2 phos inh -1%, TSHR antagonist 1, USP2a inh 2%, TCR act 9%[46.1 µM] and uPA surface inh 14%.
CC1=C(C(=O)OC(C)(C)C)C(c2ccc3ccccc3c2)NC(=O)N1C (configuration not stated) was read as Mito fusion act -7%, TSG101-PTAP inh -1%, ELG1 repair inh -18%, BCR signal inh inconclusive, B2AR arrestin 0.0%, Tb PFK block 0%, Eya2 phos inh -17%, TSHR antagonist -41, USP2a inh -10%, TCR act 1% and uPA surface inh 1%.
For COc1ccc(C2N(S(=O)(=O)c3ccc(C)cc3)CCN2S(=O)(=O)c2ccc(C)cc2)cc1 the results were Mito fusion act 2%, TSG101-PTAP inh -5%, ELG1 repair inh -18%, BCR signal inh 15%, B2AR arrestin -0.2%, Tb PFK block 8%, Eya2 phos inh 19%, TSHR antagonist -8, USP2a inh -1%, TCR act -2% and uPA surface inh 1%.
Screening Cc1cccc(C)c1NC(=O)CN(C)C(=O)Cc1cccc(C(F)(F)F)c1 returned Mito fusion act 13%, TSG101-PTAP inh 1%, ELG1 repair inh inconclusive, BCR signal inh -2%, B2AR arrestin -0.9%, Tb PFK block 0%, Eya2 phos inh -4%, TSHR antagonist -5, USP2a inh -2%, TCR act -8% and uPA surface inh 4%.
O=C(COc1ccc([N+](=O)[O-])cc1)NNC(=O)c1cccnc1 was read as Mito fusion act -10%, TSG101-PTAP inh -1%, ELG1 repair inh 10%, BCR signal inh -2%, B2AR arrestin -0.4%, Tb PFK block -7%, Eya2 phos inh 15%, TSHR antagonist 2, USP2a inh 1%, TCR act 8% and uPA surface inh 1%.
Screening O=C(NC(CC(=O)N1CCN(c2ccccc2O)CC1)c1ccccc1)c1ccccc1Cl (configuration not stated) returned Mito fusion act -3%, TSG101-PTAP inh -4%, ELG1 repair inh -11%, BCR signal inh inconclusive, B2AR arrestin -0.9%, Tb PFK block 0%, Eya2 phos inh -3%, TSHR antagonist 0, USP2a inh 1%, TCR act 0% and uPA surface inh -4%.
For C=CCN(C(=O)c1csnn1)C(C(=O)NCc1ccc(F)cc1)c1cccs1 (configuration not stated) the results were Mito fusion act 7%, TSG101-PTAP inh 8%, ELG1 repair inh -5%, BCR signal inh 13%, B2AR arrestin 0.5%, Tb PFK block -4%, Eya2 phos inh -5%, TSHR antagonist 3, USP2a inh -1%, TCR act 8% and uPA surface inh -1%.
Screening Cc1ccc(NC(=S)Nc2cc(C(=O)O)ccc2N2CC3CC(C2)c2cccc(=O)n2C3)cc1C (configuration not stated) returned Mito fusion act -3%, TSG101-PTAP inh -1%, ELG1 repair inh 2%, BCR signal inh -3%, B2AR arrestin 0.3%, Tb PFK block 1%, Eya2 phos inh -12%, TSHR antagonist 0, USP2a inh -3%, TCR act 1% and uPA surface inh -11%.
For O=C(CCc1c[nH]c2ccccc12)N/N=C/c1ccc2c(c1)OCO2 the results were Mito fusion act 2%, TSG101-PTAP inh 2%, ELG1 repair inh -7%, BCR signal inh inconclusive, B2AR arrestin 0.0%, Tb PFK block 5%, Eya2 phos inh -4%, TSHR antagonist 4, USP2a inh -3%, TCR act 2% and uPA surface inh -2%.
CCc1nnc(NC(=O)c2n[nH]c(=O)c3ccccc23)s1 was read as Mito fusion act -3%, TSG101-PTAP inh -6%, ELG1 repair inh -19%, BCR signal inh 1%, B2AR arrestin 0.3%, Tb PFK block -13%, Eya2 phos inh 12%, TSHR antagonist 1, USP2a inh 4%, TCR act -4% and uPA surface inh 0%.
For Cc1cc(=O)n2c(C)n[nH]c2n1 the results were Mito fusion act -3%, TSG101-PTAP inh -5%, ELG1 repair inh 0%, BCR signal inh 5%, B2AR arrestin -0.2%, Tb PFK block 6%, Eya2 phos inh -1%, TSHR antagonist 4, USP2a inh 1%, TCR act -4% and uPA surface inh 4%.
Screening O=C(Cn1c(=S)[nH]c2ccccc2c1=O)N1CCc2ccccc2C1 returned Mito fusion act -9%, TSG101-PTAP inh -2%, ELG1 repair inh inconclusive, BCR signal inh 1%, B2AR arrestin 0.0%, Tb PFK block 0%, Eya2 phos inh 6%, TSHR antagonist 0, USP2a inh 2%, TCR act -13% and uPA surface inh -13%.
Screening CCN1CCN(CCNC(=O)c2ccc3c(c2)NC(=O)/C(=C\c2ccc(OC)c(OC)c2)S3)CC1 returned Mito fusion act 0%, TSG101-PTAP inh 0%, ELG1 repair inh inconclusive, BCR signal inh -3%, B2AR arrestin 0.0%, Tb PFK block 1%, Eya2 phos inh -9%, TSHR antagonist -7, USP2a inh 2%, TCR act 2% and uPA surface inh -23%.
Screening Cc1cc(C(=O)N/N=C/c2ccc(N(C)C)o2)cs1 returned Mito fusion act -1%, TSG101-PTAP inh -7%, ELG1 repair inh -2%, BCR signal inh inconclusive, B2AR arrestin 0.1%, Tb PFK block -14%, Eya2 phos inh 3%, TSHR antagonist 18, USP2a inh -2%, TCR act 6% and uPA surface inh -21%.
COc1ccccc1C(CNC(=O)c1ccc(C)c(S(=O)(=O)N2CCCCC2)c1)N1CCCC1 (configuration not stated) was read as Mito fusion act -1%, TSG101-PTAP inh 0%, ELG1 repair inh 19%, BCR signal inh 3%, B2AR arrestin -0.3%, Tb PFK block 1%, Eya2 phos inh -1%, TSHR antagonist 9, USP2a inh 0%, TCR act -1% and uPA surface inh -3%.
`Cc1ccnc(NC(=O)c2cc(S(=O)(=O)NCc3ccccc3)ccc2C)c1` gave Mito fusion act 9%, TSG101-PTAP inh 1%, ELG1 repair inh -12%, BCR signal inh -1%, B2AR arrestin 0.0%, Tb PFK block -7%, Eya2 phos inh -3%, TSHR antagonist 5, USP2a inh 1%, TCR act 0% and uPA surface inh 6%.
